# Compound activity: PubChem, National Center for Advancing Translational Sciences (NCATS)
# PI5P4K alpha inh: blocks human PI5P4K alpha kinase activity; PI5P4Kalpha enzyme, ADP-Glo luminescence, 60 min; active compounds read low; AID 652105; 330,000 tested, 1.2% active; max response, %; P48426; active = max response of -50% or lower; inconclusive = between -30% and -50%; inactive = -30% or higher; note: value at the top dose of about 77 µM; % is set by controls: 0 for no effect and ±100 for the full control effect
# Target sequence (P48426 whole entry, looked up): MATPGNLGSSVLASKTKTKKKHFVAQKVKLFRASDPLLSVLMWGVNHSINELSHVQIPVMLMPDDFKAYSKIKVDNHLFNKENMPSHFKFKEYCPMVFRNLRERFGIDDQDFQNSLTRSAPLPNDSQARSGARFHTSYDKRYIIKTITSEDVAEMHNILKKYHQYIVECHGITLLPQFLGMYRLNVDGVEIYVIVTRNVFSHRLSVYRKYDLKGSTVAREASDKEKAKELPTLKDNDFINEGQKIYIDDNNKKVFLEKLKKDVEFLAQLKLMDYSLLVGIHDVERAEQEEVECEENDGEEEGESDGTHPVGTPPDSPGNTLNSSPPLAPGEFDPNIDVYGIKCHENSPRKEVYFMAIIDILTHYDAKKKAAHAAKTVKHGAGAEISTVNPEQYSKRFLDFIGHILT
#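 ADP-Glo luminescence end-point read after a 60 min room-temperature kinase reaction of PI5P4Kalpha plus substrate, initiated with ATP at 5 microM final. Buffer: 0.038 M HEPES pH 7.4, EGTA, 0.1% CHAPS, 5% DMSO.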
# FUS yeast rescue: rescues growth of FUS-expressing yeast | 390,000 tested, 0.24% active | Potency, µM (titrated, usually from 76.6 µM), for the others: at the top dose growth rescue (activation), actives largely listed as activators | AID 1347120 | S. cerevisiae FUS-expressing, growth rescue, OD600, 24 h;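 note: potency is the fitted concentration of half-maximal effect; plate controls were DMSO vehicle for no effect and reference control for full effect; nearly all actives have a fitted effect of over 55% in size; some results filed as inactive show a strong effect at the top dose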
#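 Absorbance at 600 nm, taken 24hr after compound addition, measured rescue of FUS-yeast growth at 30C. Induction used 2% galactose with seeding at OD 0.005. Controls: CP55940 from 92uM final, DMSO only.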
# EPAC1 agonist: EPAC1 (human) agonism | EPAC1 agonist qHTS, biochemical assay; response scale: 100% = response to 6.5 mM cAMP | Potency, µM (doses to about 154 µM), for the others: top-dose activation, most hits filed as activators | 360,000 tested, 0.073% active | AID 720707; note: potency is the fitted concentration of half-maximal effect; nearly all actives have a fitted effect of over 60% in size
#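 Normalized to 6.5 mM cAMP, activity reflects EPAC1-catalysed release of BODIPY-GDP from Rap1B, followed kinetically over 30 min at 480 nm excitation, 540 nm emission. Reaction contained 100 nM EPAC1, 250 nM Rap1B-BODIPY-GDP, 50 uM GDP.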
# IL-2 act: activates IL-2 in a cell-based reporter assay; IL-2 activation reporter assay, cell-based qHTS; stimulated with anti-CD3/CD4/CD28 beads; in transgenic mouse T cells; activation, % (series mostly up to about 46 µM); 360,000 tested, 0.065% active; in the data active = activation above about 50%; inconclusive = mostly about 30% to 49%; note: 0% is about no effect
#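 EGFP and DsRed fluorescence is measured by plate cytometry in unstimulated transgenic mouse T cells exposed to compound for 60 minutes, then stimulated 18 hours at 37 degrees C with anti-CD3/anti-CD4 beads plus anti-CD28.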
# WRN inhibitor: blocks human WRN helicase; WRN helicase unwinding, fluorescent forked duplex, kinetic; Potency, µM (doses to about 114 µM), inactives show at the top dose activity change, negative = inhibition, most hits filed as inhibitors; 360,000 tested, 0.46% active; note: potency is the fitted concentration of half-maximal effect; % is set by controls: 0 for no effect and ±100 for the full control effect; nearly all actives have a fitted effect of over 55% in size
#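 WRN at 20 nM final preincubated with compound 15 min at room temperature; reaction started with 100 nM fluorophore/quencher forked duplex oligonucleotide and 2 mM ATP final. Unwinding followed kinetically by red fluorescence (ex 525, em 598 nm).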
# Abeta rescue: restores growth of yeast expressing A-beta42 peptide | yeast expressing A-beta42, growth rescue, OD600, 48 h; response scale: 0% DMSO, 100% iron-clioquinol control | Potency, µM (series often up to 46.1 µM), without a hit: at the top dose growth rescue, actives largely listed as activators | 410,000 tested, 0.063% active | AID 1347071; note: potency is the fitted concentration of half-maximal effect; nearly all actives have a fitted effect of over 55% in size
#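 Growth rescue measured by 600 nm absorbance after 48 h yeast culture at 30 C with compound. Values normalized between DMSO and an equimolar ferric chloride plus clioquinol control.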
# PLK1 PBD inh: inhibitors of human PLK1 polo-box domain binding; Plk1 PBD binding of FITC phosphopeptide, fluorescence polarization; Potency, µM, for inactives: max response, negative = inhibition, actives largely listed as inhibitors; 360,000 tested, 2.8% active; AID 720504; note: potency is the fitted concentration of half-maximal effect; series mostly up to about 57 µM; % is set by controls: 0 for no effect and ±100 for the full control effect; nearly all actives have a fitted effect of over 65% in size
# Target sequence (P53350 whole entry, looked up, the tested form may be a part): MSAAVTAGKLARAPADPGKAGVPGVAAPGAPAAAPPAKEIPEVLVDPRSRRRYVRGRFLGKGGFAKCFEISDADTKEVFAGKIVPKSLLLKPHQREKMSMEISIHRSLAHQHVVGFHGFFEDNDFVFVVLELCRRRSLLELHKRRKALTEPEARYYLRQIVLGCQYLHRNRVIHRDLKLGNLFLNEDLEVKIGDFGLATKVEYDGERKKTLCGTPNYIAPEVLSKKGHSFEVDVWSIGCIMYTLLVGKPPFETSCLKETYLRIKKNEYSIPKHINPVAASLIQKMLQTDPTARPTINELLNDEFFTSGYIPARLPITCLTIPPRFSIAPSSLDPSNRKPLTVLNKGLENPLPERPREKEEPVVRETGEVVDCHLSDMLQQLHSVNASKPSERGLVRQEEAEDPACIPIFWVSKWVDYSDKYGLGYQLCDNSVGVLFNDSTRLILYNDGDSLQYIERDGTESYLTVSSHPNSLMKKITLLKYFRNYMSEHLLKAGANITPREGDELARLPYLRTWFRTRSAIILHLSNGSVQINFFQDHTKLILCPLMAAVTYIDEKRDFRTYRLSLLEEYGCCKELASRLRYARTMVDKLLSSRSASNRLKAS
# EPAC1 antagonist: EPAC1 (human) antagonism; AID 720709; 360,000 tested, 0.14% active; Potency, µM (top dose mostly 115 µM), inactives show top-dose activity change, negative = inhibition, most hits filed as inhibitors; O95398; EPAC1 GEF assay, Rap1b-BODIPY-GDP exchange fluorescence;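 note: potency is the fitted concentration of half-maximal effect; plate controls were vehicle for no effect and positive control for full effect; nearly all actives have a fitted effect of over 50% in size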
# * = called active by the depositor; ? = inconclusive; nt = not tested or not shown; & = joins results of further samples; [ ] = another dose, or the depositor's remark. Unless noted, calls come from the whole dose curve; as a rule, active = well fitted curve in the direction sought with a large enough effect; inconclusive = small, poorly fitted or top-dose-only effect, or another doubt; inactive = no such curve, though single readings can be large; an effect the other way counts as inactive or inconclusive. An unsorted share of the library, and some 4.1% of all compounds hit somewhere here.
Compound	PI5P4K alpha inh	FUS yeast rescue	EPAC1 agonist	IL-2 act	WRN inhibitor	Abeta rescue	PLK1 PBD inh	EPAC1 antagonist
COc1ccc(C2C=CC(=O)CC2)c(OC)c1 (stereo not drawn)	-1	6%	3%	0.4	0%	-14%	-2%	8%
NC(=O)c1cc[n+](CC(=O)c2ccc(NC(=O)c3ccccc3)cc2)cc1	-17	-2%	-12%	-0.2	10%	-10%	24µM*	6%
CC1CCCC(NC(=O)CSC2=Nc3ccccc3C3CC=NN23)C1C (stereo not drawn)	7	-19%	-15%	0.0	-4%	-7%	-16%	9%
O=C(COC(=O)c1ccc(Br)o1)NCc1ccco1	?	nt	0%	-3.7	?	-4%	-11%	-2%
FC(F)Sc1ccc(NC(=S)NCC2CCCCC2)cc1	nt	19%	6%	-4.6	-4%	-94%[inhibitor]	-4%	-8%
COc1ccc(NC(=O)CN2CCOCC2)cc1S(=O)(=O)N1CCCCC1	0	nt	6%	-3.9	0%	-4%	4%	-6%
Cc1ccc(CN2CC(=O)N3[C@H]4c5ccccc5OC[C@@H]4[C@H](c4ccccc4)[C@]3(C)C2=O)cc1	9	?	3%	-0.4	-9%	25%	-5%	-11%
COc1ccc(C2=NN(C)C(=NCc3ccccc3)SC2)cc1	nt	11%	17%	-0.4	-5%	10%	-7%	-3%
COc1ccc(OC)c(S(=O)(=O)Nc2ccc(F)cc2)c1	nt	16%	7%	-2.2	-12%	5%	-2%	3%
CC12c3ccccc3C(c3ccccc31)C1C(=O)N(c3cccnc3)C(=O)C12 (stereo not drawn)	-1	nt	-7%	-1.4	9%	6%	-6%	-5%
COc1ccc(NC(=O)CSc2nc3ccccc3cc2Cc2ccccc2)cc1	nt	-7%	8%	0.0	-1%	2%	-10%	-1%
Cc1c(-c2ccc(Br)cc2)[n+](=O)c2c(n1[O-])CCCCC2	-9	13%	0%	2.7	3%	2%	-11%	-7%
CCOc1cc(/C=C/C(=O)OCC(=O)NC2CCS(=O)(=O)C2)ccc1OCc1ccccc1 (stereo not drawn)	0	29%	11%	-0.2	3%	1%	-5%	-20%
CCC(=O)Nc1nc(-c2ccc3c(c2)OCCO3)cs1	-9	10%	-16%	-2.2	0%	-11%	-7%	16%
COc1ccc(-c2csc(N3C(=O)CNC3=S)n2)cc1	-10	-26%	-4%	0.7	0%	2%	-7%	7%
CCCNC(=O)c1ccc2c(=O)c(O)c(-c3ccc(F)cc3)[nH]c2c1	-1	26%	0%	-2.5	-23%	-29%	1%	-4%
COc1ccc(NC(=S)NCCCN2CCN(C3CCCCC3)CC2)cc1	1	nt	-7%	-2.7	2%	2%	-8%	-6%
O=C(Cn1cnc2ccccc2c1=O)Nc1ccc(S(=O)(=O)N2CCOCC2)cc1	9	-10%	0%	-4.4	0%	-1%	-1%	-4%
COCOc1ccc(-c2ncc(OC)nc2NC(=O)c2cc(C)oc2C)cc1	-5	14%	-7%	1.8	7%	-17%	-14%	8%
Cc1cccc(NC(=S)N(CCCN2CCCC2)Cc2cccn2Cc2ccc(Cl)cc2)c1	4	15%	3%	-2.2	0%	-11%	5%	-4%
O=C(Nc1ccc(Cl)cc1)C1CCN(C(=O)c2cccs2)CC1	-15	3%	0%	-2.7	-17%	4%	-1%	-12%
O=c1c2cc(NC(=S)N3CCC(N4CCCCC4)CC3)ccc2nc2n1CCCCC2	2	19%	5%	0.3	3%	-14%	3%	13%
Cc1c(NC(=O)CN2CCC(C(N)=O)CC2)cccc1[N+](=O)[O-]	2	-9%	2%	-0.2	5%	7%	-5%	-5%
Oc1ccc(C[C@H]2CNC(=S)N2C[C@H]2CCCN2C[C@H](Cc2ccccc2)N2C[C@H](Cc3ccccc3)N(CC3CCCCC3)C2=S)cc1	0	?	2%	-0.5	-1%	-20%	-6%	-6%
Cc1ccc(NC(=O)CSc2nc(=O)n(CCCN3CCOCC3)c3c2CCCC3)cc1	2	-4%	2%	-4.5	-2%	12%	-9%	-5%
CCc1nonc1NC(=O)c1oc2ccc(C)cc2c1C	-3	-20%&-13%	-4%	1.5	2%	-17%	-16%	-13%
O=C1CC[C@@H](CN(Cc2ccccc2)Cc2cn[nH]c2-c2cc3ccccc3o2)N1	1	0%	1%	-4.3	4%	0%	4%	-12%
COC(=O)[C@@H](NC(=O)c1ccccc1)[C@@H](C)O	-1	-24%	-6%	-2.2	6%	-10%	-7%	3%
Cc1cc(Cl)ccc1NC(=O)CN1C(=O)NC2(CCCC2)C1=O	0	10%	4%	0.2	6%	4%	-11%	-1%
COc1cc2c(cc1OC)[C@H](C)N(C(=O)COc1ccccc1)CC2	2	1%	-4%	1.4	8%	-4%	-7%	5%
COCCCNC(=O)CSc1nc2cc(C(=O)NCCOC)ccc2c(=O)n1Cc1ccc2c(c1)OCO2	-5	9%	0%	0.0	1%	-11%	-4%	-18%
Cn1ccnc1COc1ccc(/C=N/O)cc1	0	-3%	-4%	-0.9	7%	-8%	-1%	-6%
CC(=O)c1ccc(N2CCN(S(=O)(=O)c3cn(C)c(C)n3)CC2)cc1	-1	2%	15%	1.0	-12%	-2%	-4%	-9%
CCOC(=O)c1nc(C)nc(Sc2n[nH]c(-c3cc(Cl)cc(Cl)c3)n2)c1C	22	16%	-4%	-0.2	-18%	-4%	-17%	?
O=S(=O)(N/N=C\c1cccn1-c1ccccc1)c1ccc2ccccc2c1	-6	34%	24%	-0.3	-3%	2%	-9%	-8%
O=C(COC(=O)CNC(=O)c1ccccc1)NCCc1ccccc1	-2	10%	10%	0.5	1%	-8%	-11%	2%
Cc1cccc(NC(=O)c2cc(-c3cc(Cl)ccc3O)n[nH]2)c1	-3	7%	-8%	-4.8	4%	2%	19%	7%
Brc1ccc(-c2nnc(-c3cccnc3)o2)cc1	-9	13%	1%	-4.3	9%	-11%	-13%	-11%
CC(C)S(=O)(=O)N1CCCC(c2cc(C(=O)NCc3cccnc3)no2)C1 (stereo not drawn)	-5	-23%	-6%	0.8	-4%	-17%	-15%	3%
Cc1ccc(NS(=O)(=O)c2ccc3c(c2)NC(=O)CO3)cc1C	0	9%	10%	0.6	-6%	5%	8%	-10%
COc1ccc(/C=C/C(=O)c2ccc3c(c2)OCO3)c(OC)c1	?	15%	13%	-4.3	-8%	-18%	2%	-21%
O=C1c2ccccc2CCCC12N=NCC2c1cccc2ccccc12 (stereo not drawn)	13	16%	9%	-1.2	-6%	-12%	-8%	-13%
O=C(O)c1ccc(Sc2nnc(-c3cccc(Br)c3)o2)c([N+](=O)[O-])c1	-4	6%	4%	-1.3	0%	4%	-21%	5%
Cc1ccccc1NC1=C(Cl)C(=O)OC1OC(=O)c1ccccc1C (stereo not drawn)	2	14%	3%	-0.7	-17%	23%	0%	-25%
COc1ccc(-c2n[nH]c(=S)n2C2CCCCC2)cc1	-4	16%	2%	0.3	3%	10%	-7%	11%
CCCNC(=O)NC(=O)CSc1cccc(C(F)(F)F)c1	-1	-10%	1%	-0.9	-3%	9%	-8%	-6%
Cc1ccc(-c2cc(C(=O)NCCc3ccccn3)c3ccccc3n2)c(C)c1	8	-13%	11%	0.9	-4%	23%	-1%	-5%
CC1(C)CC(=O)C(C=NCCc2ccccn2)=C(O)C1	nt	11%	6%	-2.5	0%	3%	-7%	6%
CCc1[nH]nc2c1C(c1cccnc1)C(C#N)=C(N)O2 (stereo not drawn)	nt	24%	12%	-2.6	-1%	1%	-3%	5%
COCCCNC(=O)c1cc2cc3cc(OC)ccc3nc2o1	0	-20%	-3%	1.9	-1%	-11%	21µM*	16%
CCCC(=O)NCCc1ccc(F)cc1	-2	19%	-4%	-0.9	-10%	-5%	-15%	1%
C[C@@]12CC[C@@H](C3=C(CCC3)C1)N2c1ccccc1	0	-4%	-5%	0.7	7%	-10%	-3%	-14%
CCC(=O)C1CCCN(C(=O)c2ccc3nc(-c4cccc(OC)c4)oc3c2)C1 (stereo not drawn)	2	15%	-2%	-1.7	4%	-15%	3%	6%
Cc1ccc(-c2csc3nc[nH]c(=O)c23)cc1C	1	6%	-6%	-1.8	1%	8%	0%	-5%
CC1CCN(c2c(NCc3ccc(C(=O)NCc4ccccc4)cc3)c(=O)c2=O)CC1	-3	4%	-5%	1.0	-1%	-4%	2%	0%
COc1ccccc1N1CCN(Cc2ccc(C(=O)O)cc2)CC1	2	-12%	-8%	0.3	12%	6%	-13%	-2%
O=c1oc2cc(Cl)ccc2n1CSc1nc2ccccc2s1	10	-3%	12%	-0.7	-3%	21%	-6%	2%
O=S(=O)(c1cccs1)N1CCN(c2ccc(Cl)cc2)CC1	-4	-7%&-19%	21%	-0.4	16%	1%&-1%	-14%	-14%
COc1ccc(NC(=O)COC(=O)CCCc2c[nH]c3ccccc23)cc1	1	16%	12%	0.4	-7%	2%	-6%	-16%
CC(C)C(=O)Nc1ccc(C(=O)CSc2nnc(C3CC3)n2C2CC2)cc1	-16	nt	-2%	-0.3	-3%	-2%	-6%	-4%

# Continued.
Compound	PI5P4K alpha inh	FUS yeast rescue	EPAC1 agonist	IL-2 act	WRN inhibitor	Abeta rescue	PLK1 PBD inh	EPAC1 antagonist
Cc1occc1C(=O)NNC(=O)COc1ccc(Br)cc1Br	-1	nt	-12%	-0.3	9%	-20%	-5%	-2%
COc1ccc(OC)c(C(=O)c2c(C)oc3cc(Br)c(O)c(CN(C)C)c23)c1	1	23%	15%	1.6	-30%	0%	-3%	22%
N#CC1=C(N)OC2=C(C(=O)CC(c3ccco3)C2)C1c1ccc(OCc2c(F)cccc2Cl)cc1 (stereo not drawn)	-17	19%	4%	2.1	-24%	3%	-6%	13%
Clc1ccc(Cl)c(OCCN2CCCC2)c1	0	-30%	-3%	-3.0	-6%	24%	-3%	-8%
O=C(C1CCC(C(=O)N2CCCCC2)CC1)N1CCCCC1 (stereo not drawn)	0	-20%	11%	-3.0	-34%[57.1 µM]	-5%	-23%	-14%
COc1ccc(C)cc1NC(=O)COC(=O)c1c(C)noc1C	nt	0%	-2%	-1.1	1%	0%	0%	10%
